GIRK2 act – activators of NPY4-receptor-primed GIRK2 channels, summary, cell-based, HEK293, thallium flux | activation (% efficacy), % for hits at 37.5 µM | 34,000 tested, under 10 active | HEK293 GIRK2/NPY4 cells, thallium flux fluorescence | G protein-activated inward rectifier potassium channel 2 (Homo sapiens), P48051;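 active means primary screen hit, no activity in plain HEK293 cells, and in GIRK2-only cells above 5% efficacy rising with concentration; inactive means the rest, including fluorescent compounds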;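 further: efficacy is normalized control-subtracted fluorescence 15 s after thallium addition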
Target sequence (P48051 whole entry, looked up): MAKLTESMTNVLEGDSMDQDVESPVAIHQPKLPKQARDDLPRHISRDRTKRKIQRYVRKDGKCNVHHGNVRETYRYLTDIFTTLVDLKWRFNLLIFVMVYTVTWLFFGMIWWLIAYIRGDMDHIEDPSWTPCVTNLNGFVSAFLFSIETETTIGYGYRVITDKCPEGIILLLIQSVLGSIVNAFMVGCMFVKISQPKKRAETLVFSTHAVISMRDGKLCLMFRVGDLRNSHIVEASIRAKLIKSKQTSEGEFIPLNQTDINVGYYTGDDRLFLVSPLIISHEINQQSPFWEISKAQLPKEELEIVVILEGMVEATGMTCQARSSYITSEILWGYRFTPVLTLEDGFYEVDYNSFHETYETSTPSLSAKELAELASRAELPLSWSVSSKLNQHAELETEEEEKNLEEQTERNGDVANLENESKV
Calls only.

For COc1ccc(Cl)cc1NC(=O)Cn1cnc2c(nnn2C)c1=O the results were GIRK2 act inactive.
CSc1cccc(NC(=O)C2CN(C(C)=O)C2)c1 was read as GIRK2 act inactive.
Screening CC1(C)C2CCC1(C)C(OCC(O)CN1CCN(CCO)CC1)C2 (stereo not drawn) returned GIRK2 act inactive.
For CNC(=O)C1Cc2ccccc2N1C(=O)c1cccc(OC)c1 (stereo not drawn) the results were GIRK2 act inactive.
For COC(=O)c1sc2ccccc2c1S(=O)(=O)N(C)CC(=O)Nc1ccc(F)c(F)c1 the results were GIRK2 act inactive.
Screening COc1cc(C(=O)Nc2ccc3c(c2)N(C(=O)c2ccco2)CC3)cc(OC)c1OC returned GIRK2 act inactive.
CCOC(=O)C1=C(CS(=O)(=O)c2ccc(C)c(C)c2)NC(=O)NC1c1ccc(OC)c(OC)c1 (stereo not drawn) was read as GIRK2 act inactive.
For Cc1nc(C)c(CC(=O)NCCOc2ccc(F)cc2)s1 the results were GIRK2 act inactive.
COc1ncccc1C(=O)N1CCC(c2nnc(C(C)C)o2)CC1 was read as GIRK2 act inactive.
CCOc1ccc(NC(=O)CSc2ccc(NC(=O)c3ccccc3)nn2)cc1 was read as GIRK2 act inactive.
`COc1ccc(OC)c(NC(=O)C(=O)NCC(c2cccs2)N(C)C)c1` (stereo not drawn) gave GIRK2 act inactive.
`Cc1cc(NC(=O)c2ccccc2Cl)n(-c2nc(-c3ccccc3)cs2)n1` gave GIRK2 act inactive.
Screening CNC(=O)Cc1ccc(NS(=O)(=O)c2ccc(NC(C)=O)cc2C)cc1 returned GIRK2 act inactive.
CC1CS(=O)(=O)N(c2cccc(C(=O)Nc3ccc(C(N)=O)cc3)c2)C1=O (stereo not drawn) was read as GIRK2 act inactive.
Screening CN1CCN(S(=O)C23CC4CC(CC(C4)C2)C3)CC1 (stereo not drawn) returned GIRK2 act inactive.
For CCCCN(Cc1ccccc1)C(=O)c1cc2c(=O)n(C)c(=O)n(C)c2s1 the results were GIRK2 act inactive.
`COc1ccc(CC(=O)NCC(O)c2sccc2C)cc1OC` (stereo not drawn) gave GIRK2 act inactive.
`Cc1noc(C2CN(S(=O)(=O)c3ccc(Cl)cc3)C2)n1` gave GIRK2 act inactive.
Screening Cc1ccc(N2CCN(C(=O)c3cccc(Cl)c3)CC2)c(C)c1 returned GIRK2 act inactive.
`O=C(Nc1ccc(C(F)(F)F)cc1)c1ccc(=O)n(Cc2cccc([N+](=O)[O-])c2)c1` gave GIRK2 act inactive.
For Cc1nnc(SCC(=O)c2ccc([N+](=O)[O-])cc2)n(N)c1=O the results were GIRK2 act inactive.
Screening CCOc1ccc(NC(=O)CCc2c(C)nn(-c3nc(C)cc(=O)[nH]3)c2C)cc1 returned GIRK2 act inactive.
`COc1ccccc1CCNC(=O)Cc1csc(Nc2ccccc2)n1` gave GIRK2 act inactive.
`CCOc1ccccc1C(=O)Nc1ccc(N2CCCC2=O)c(OC)c1` gave GIRK2 act inactive.
COc1ccc(S(=O)(=O)NCC(C)(O)c2ccc3c(c2)OCO3)cc1Cl (stereo not drawn) was read as GIRK2 act inactive.
Screening Cc1cc(NC(=O)c2cc3ccccc3o2)n(-c2nc3c(cnn3-c3cccc(Cl)c3)c(=O)[nH]2)n1 returned GIRK2 act inactive.
`COc1cccc(C(=O)NCCCN2CCOC(c3ccccc3)C2)c1OC` (stereo not drawn) gave GIRK2 act inactive.
`O=C(COc1ccc(Cl)cc1)N1CCOC(c2ccccc2)C1` (stereo not drawn) gave GIRK2 act inactive.
NS(=O)(=O)c1ccc(CNC(=O)C2CN(c3nc4c(C(F)(F)F)cccc4s3)C2)cc1 was read as GIRK2 act inactive.
COc1ccc(OC)c(-c2csc(NC(=O)C3CCN(S(C)(=O)=O)CC3)n2)c1 was read as GIRK2 act inactive.
CC(C)c1nnc(C2CCN(C(=O)Cc3cccs3)CC2)o1 was read as GIRK2 act inactive.
For Cc1cc(C(=O)N2CC(C(=O)NCc3ccc(OC(F)(F)F)cc3)C2)no1 the results were GIRK2 act inactive.
Screening CC(O)(CNC(=O)c1cc(Cl)ccc1Cl)c1ccc2c(c1)OCO2 (stereo not drawn) returned GIRK2 act inactive.
O=C(c1nc(-c2cnccn2)no1)N1CCOCC1 was read as GIRK2 act inactive.
CC1CS(=O)(=O)N(c2cccc(C(=O)NCCc3c[nH]c4ccccc34)c2)C1=O (stereo not drawn) was read as GIRK2 act inactive.
`O=C(Nc1ccc2c(c1)N(C(=O)c1cccs1)CC2)c1c(F)cccc1Cl` gave GIRK2 act inactive.
Cc1nc2ccccn2c1C(=O)NCC1CCN(C(=O)c2ccccc2F)CC1 was read as GIRK2 act inactive.
Cc1c(C(=O)NCCc2ccccc2)c(C(F)(F)F)nn1C1CCN(C)CC1 was read as GIRK2 act inactive.
`CCC(=O)Nc1nc2ccc([N+](=O)[O-])cc2s1` gave GIRK2 act inactive.
N#Cc1ccc(C(=O)Nc2ccc3scnc3c2)cc1 was read as GIRK2 act inactive.
COc1cc(S(=O)(=O)N2CCN(c3cc(-n4ccnc4C)ncn3)CC2)c(C)cc1C was read as GIRK2 act inactive.
For O=C(Cc1ccc2c(c1)OCO2)Nc1nnc(Cc2cccs2)o1 the results were GIRK2 act inactive.
`Cn1nnc2c(N3CCN(CC(=O)N4CCCC4)CC3)ncnc21` gave GIRK2 act inactive.
For CC(C)CNCC(O)COc1ccccc1-c1ccccc1 (stereo not drawn) the results were GIRK2 act inactive.
For O=S(=O)(NCC1CCN(Cc2ccccc2)CC1)c1cc(F)ccc1F the results were GIRK2 act inactive.
For COC(=O)c1ccc(NC(=O)CCCn2nc(-c3cccs3)ccc2=O)cc1 the results were GIRK2 act inactive.
Screening CC(C)c1nnc(C2CCN(C(=O)C3CC(=O)N(c4ccccc4)C3)CC2)o1 (stereo not drawn) returned GIRK2 act inactive.
For CC(=O)c1ccc(NC(=O)Cn2c(=O)n(Cc3ccccc3)c(=O)c3nscc32)cc1 the results were GIRK2 act inactive.
`Cc1nc2ccc(NS(=O)(=O)Cc3ccccc3)cc2c(=O)n1-c1ccc(Cl)cc1` gave GIRK2 act inactive.
Screening COC(=O)c1ccccc1N(C)C(=O)C1CN(C(C)=O)C1 returned GIRK2 act inactive.
Screening COCCNC(=O)N1CC(c2nc(-c3cccc(C(F)(F)F)c3)no2)C1 returned GIRK2 act inactive.
`O=C(NCc1cccc2ccccc12)Nc1ccc2c(c1)N(C(=O)c1ccccc1)CCC2` gave GIRK2 act inactive.
Screening CCOc1ccc(S(=O)(=O)NCC(c2cccn2C)N2CCCCCC2)cc1 (stereo not drawn) returned GIRK2 act inactive.
For Cc1cccc(OCC(=O)NCc2ccsc2)c1 the results were GIRK2 act inactive.
For O=C(Nc1ccc(N2CCCC2=O)cc1)c1cc(Cl)ccc1[N+](=O)[O-] the results were GIRK2 act inactive.
`CN1CCN(C(CNC(=O)C(=O)Nc2ccc3c(c2)OCO3)c2cccn2C)CC1` (stereo not drawn) gave GIRK2 act inactive.
`CC(C)c1ccc(CC(=O)Nc2nnc(-c3ccc4c(c3)OCCO4)o2)cc1` gave GIRK2 act inactive.
O=C(c1ccc2c(=O)n3c(nc2c1)SCCC3)N1CCC(Cc2ccccc2)CC1 was read as GIRK2 act inactive.
`COCCNc1oc(-c2ccc(S(=O)(=O)N3CCCCCC3)cc2)nc1C#N` gave GIRK2 act inactive.
Screening CC(=O)c1cccc(NC(=O)c2cc(-c3ccco3)nc3c2c(C)nn3C2CCS(=O)(=O)C2)c1 (stereo not drawn) returned GIRK2 act inactive.

3 structures from above, ordered by molecular weight, highest first.
`O=C(NCc1cccc2ccccc12)Nc1ccc2c(c1)N(C(=O)c1ccccc1)CCC2` gave GIRK2 act inactive.
Screening CCOc1ccc(S(=O)(=O)NCC(c2cccn2C)N2CCCCCC2)cc1 (stereo not drawn) returned GIRK2 act inactive.
`Cn1nnc2c(N3CCN(CC(=O)N4CCCC4)CC3)ncnc21` gave GIRK2 act inactive.

Carrying on.
Screening CCCCn1cnc2c(-c3ccccc3)cn(CC(=O)Nc3ccc(NC(C)=O)cc3)c2c1=O returned GIRK2 act inactive.
`COc1ccc(CCS(=O)(=O)Nc2ccc(CC(=O)N(C)C)cc2)cc1` gave GIRK2 act inactive.
For O=C(Nc1cccc(N2CCCCC2=O)c1)C(=O)NC1CC1 the results were GIRK2 act inactive.
Screening CCc1ccccc1NC(=O)NCCn1nc(-c2cc(OC)ccc2OC)ccc1=O returned GIRK2 act inactive.
For CCc1cnc2c(c1SCC(=O)N1CCN(c3ccccc3)CC1)c(=O)n(C)c(=O)n2C the results were GIRK2 act inactive.
Cn1nnc2c(N3CCN(C(=O)Nc4cccc(Cl)c4)CC3)ncnc21 was read as GIRK2 act inactive.
`Cc1cc(NC(=O)Cc2c(C)[nH]c(=O)[nH]c2=O)ccc1Br` gave GIRK2 act inactive.
Screening O=C(NCc1cccs1)NCC1CCN(C(=O)c2cc3ccccc3o2)CC1 returned GIRK2 act inactive.
`CSc1ncccc1C(=O)N1CCC(CNC(=O)Nc2cccc(C(F)(F)F)c2)CC1` gave GIRK2 act inactive.
`O=C(CSCc1ccccc1)NCC1CCN(C(=O)c2cc3ccccc3o2)CC1` gave GIRK2 act inactive.
Cc1nn(C(=O)N(C)C)c(C)c1CN1C(=O)c2ccccc2C1=O was read as GIRK2 act inactive.
Screening CCOC(=O)c1scc(-c2ccc(C)cc2)c1S(=O)(=O)N1CCN(c2ccccn2)CC1 returned GIRK2 act inactive.
For CCc1ccccc1NC(=O)Cn1cc(-c2cccc(OC)c2)c(N2CCOCC2)n1 the results were GIRK2 act inactive.
CC1CCN(S(=O)(=O)c2ccc(C(=O)Nc3ccc4ncsc4c3)cc2)CC1 was read as GIRK2 act inactive.
Screening NC(=O)c1ccccc1NC(=O)CN1C(=O)c2ccccc2S1(=O)=O returned GIRK2 act inactive.
Screening Cc1cc(C)n(CCN2CCN(S(=O)(=O)c3ccc(F)c(Cl)c3)CC2)n1 returned GIRK2 act inactive.
O=C(Cc1cc(-c2ccco2)on1)NCc1cccnc1 was read as GIRK2 act inactive.
CC(O)(CNC(=O)c1cc(Br)ccc1Cl)c1ccc2c(c1)OCO2 (stereo not drawn) was read as GIRK2 act inactive.
Cc1onc(-c2ccccc2Cl)c1C(=O)N1c2ccccc2CC1C(N)=O (stereo not drawn) was read as GIRK2 act inactive.
For CCc1ccc(NC(=O)NCCOc2ccc3nnc(-c4cccc(OC)c4)n3n2)cc1 the results were GIRK2 act inactive.
`O=C(Cn1c(=O)oc2ccccc21)Nc1onc2c1CSC2` gave GIRK2 act inactive.
Screening COc1ccc(CCNC(=O)c2cc3cccnc3n(C)c2=O)cc1OC returned GIRK2 act inactive.
`O=C(CSc1cc(N2CCN(c3ccccc3F)CC2)ncn1)NCc1cccs1` gave GIRK2 act inactive.
`O=C(COc1ncccn1)N1CCN(c2ncccn2)CC1` gave GIRK2 act inactive.
Cc1ccc(CC(=O)Nc2nnc(-c3cc(C)n(C)n3)o2)c(C)c1 was read as GIRK2 act inactive.
For Cc1n[nH]c(C)c1S(=O)(=O)Nc1ccc(CC(=O)NCC(F)(F)F)cc1 the results were GIRK2 act inactive.
For COc1cc(NC(=O)N2c3ccccc3CC2C(N)=O)cc(OC)c1OC (stereo not drawn) the results were GIRK2 act inactive.
For Cn1nccc1C(=O)N(CCN1CCOCC1)c1nc2c(Cl)cccc2s1 the results were GIRK2 act inactive.
`O=C(NCc1cccnc1)C(=O)Nc1ccc(F)c([N+](=O)[O-])c1` gave GIRK2 act inactive.
Cn1nc(-c2ccc(NC(=O)Cc3ccc(Cl)cc3)cc2)ccc1=O was read as GIRK2 act inactive.
For O=C(NCC1CCN(C(=O)COc2ccccc2)CC1)c1ccccc1Cl the results were GIRK2 act inactive.
`O=C(/C=C/c1cccs1)N1CCN(c2ccc(-c3ccc4c(c3)OCO4)nn2)CC1` gave GIRK2 act inactive.
`Cc1ccc2c(CC(=O)Nc3ccc(Cl)cc3Cl)cc(=O)oc2c1` gave GIRK2 act inactive.
`Cc1cc(=O)[nH]c(O)c1C#N` gave GIRK2 act inactive.
For COc1ccc(C2(CNC(=O)Cc3ccc(F)cc3)CCCC2)cc1 the results were GIRK2 act inactive.
`Cc1cc(C)n(CCN2CCCN(S(=O)(=O)c3c(F)cccc3F)CC2)n1` gave GIRK2 act inactive.
Screening N#Cc1ccc(Cl)cc1NC(=O)c1csc(-c2cnccn2)n1 returned GIRK2 act inactive.
O=C(NCc1n[nH]c(=O)c2ccccc12)c1ccc([N+](=O)[O-])o1 was read as GIRK2 act inactive.
Screening O=C(CSc1cc(N2CCCCC2)ncn1)Nc1ccc(F)c(Cl)c1 returned GIRK2 act inactive.
For O=C(NCC1CCCO1)c1cc(-c2ccccc2)n(C2CCS(=O)(=O)C2)n1 (stereo not drawn) the results were GIRK2 act inactive.

Structural class, those above containing a thiophene ring, fused or not
For COC(=O)c1sc2ccccc2c1S(=O)(=O)N(C)CC(=O)Nc1ccc(F)c(F)c1 the results were GIRK2 act inactive.
`COc1ccc(OC)c(NC(=O)C(=O)NCC(c2cccs2)N(C)C)c1` (stereo not drawn) gave GIRK2 act inactive.
For CCCCN(Cc1ccccc1)C(=O)c1cc2c(=O)n(C)c(=O)n(C)c2s1 the results were GIRK2 act inactive.
`COc1ccc(CC(=O)NCC(O)c2sccc2C)cc1OC` (stereo not drawn) gave GIRK2 act inactive.
CC(C)c1nnc(C2CCN(C(=O)Cc3cccs3)CC2)o1 was read as GIRK2 act inactive.
`O=C(Nc1ccc2c(c1)N(C(=O)c1cccs1)CC2)c1c(F)cccc1Cl` gave GIRK2 act inactive.
For O=C(Cc1ccc2c(c1)OCO2)Nc1nnc(Cc2cccs2)o1 the results were GIRK2 act inactive.
For COC(=O)c1ccc(NC(=O)CCCn2nc(-c3cccs3)ccc2=O)cc1 the results were GIRK2 act inactive.
For Cc1cccc(OCC(=O)NCc2ccsc2)c1 the results were GIRK2 act inactive.
Screening O=C(NCc1cccs1)NCC1CCN(C(=O)c2cc3ccccc3o2)CC1 returned GIRK2 act inactive.
Screening CCOC(=O)c1scc(-c2ccc(C)cc2)c1S(=O)(=O)N1CCN(c2ccccn2)CC1 returned GIRK2 act inactive.
`O=C(CSc1cc(N2CCN(c3ccccc3F)CC2)ncn1)NCc1cccs1` gave GIRK2 act inactive.
`O=C(/C=C/c1cccs1)N1CCN(c2ccc(-c3ccc4c(c3)OCO4)nn2)CC1` gave GIRK2 act inactive.

Source: PubChem BioAssay

An excerpt; count on the stated rates, not on these rows.
